Screens deposited in PubChem by several laboratories.
Jurkat tox 60K – cytotoxicity toward Jurkat cells. Jurkat E6.1 viability, ATP luminescence, 48 h. inhibition, % at 4 µM. 56,000 tested, 1.2% active;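 active = inhibition above the mean inhibition of all tested compounds plus 3 SD, cut at about 28% in these data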
S1P1 ag-PAM – agonists and agonism potentiators of human S1P1 receptor; P21453; S1P1 CRE-bla cells, forskolin, beta-lactamase FRET, potentiator mode; S1P1 agonist co-added at EC20, 2 nM; 100% = saturating reference agonist, 0% = basal; activation, % at 9.5 µM; 56,000 tested, 0.57% active;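 active = activation above a cutoff set at the mean activation of all tested compounds plus 3 SD, cut at about 54% in these data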;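 note: forskolin at 4 µM as EC80 and the EC20 agonist is SEW2871; 100% = SEW2871 at its EC100 plus forskolin at EC80; some compounds past the cut are filed as inactive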
Target sequence (P21453 whole entry, looked up): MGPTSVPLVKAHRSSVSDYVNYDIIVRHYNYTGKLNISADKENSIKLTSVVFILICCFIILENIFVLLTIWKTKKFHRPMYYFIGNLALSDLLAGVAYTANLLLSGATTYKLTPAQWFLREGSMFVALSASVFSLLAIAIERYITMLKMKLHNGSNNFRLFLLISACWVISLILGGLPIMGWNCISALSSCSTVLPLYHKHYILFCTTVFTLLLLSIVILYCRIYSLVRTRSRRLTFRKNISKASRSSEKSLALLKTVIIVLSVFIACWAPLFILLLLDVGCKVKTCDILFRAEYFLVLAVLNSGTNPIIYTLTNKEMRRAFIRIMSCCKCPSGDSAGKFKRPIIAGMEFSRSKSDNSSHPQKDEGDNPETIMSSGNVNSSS
M1 agonist – M1 muscarinic receptor agonism | B-score at 10 µM | AID 626 | CHO-M1 cells, Fluo-4 calcium fluorescence, agonist mode; active compounds read high | 64,000 tested, 3% active;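 active = fluorescence rise, raw or as B-score row- and column-corrected plate score, outside the 99.7% band of its plate's samples, either direction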
5HT1a ag – agonists of human 5-HT1a serotonin receptor; P08908; CHO 5-HT1a Ga15 NFAT-bla reporter, FRET ratio; 0% basal, 100% maximal reference agonist; activation, % at 10 µM; 65,000 tested, 0.56% active; AID 567;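 active = activation above the screen-wide mean activation plus 3 SD, cut at about 19% in these data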;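 note: 0% = DMSO wells and 100% = 5-CT at EC100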
5-HT1A blocker – antagonists of human 5-HT1a serotonin receptor; inhibition, % at 10 µM; 62,000 tested, 0.68% active; P08908; AID 612; CHO 5-HT1a Ga15 NFAT-bla reporter, antagonist mode;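 active = inhibition above the mean of all tested compounds plus 3 SD, cut at about 43% in these data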;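 note: receptor stimulated by 5-CT agonist at 100 nM near EC80; beta-lactamase reporter measured by ratiometric fluorescence of a cleavable substrate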
M1 antagonist – blocks the rat M1 muscarinic receptor response to acetylcholine. P08482. CHO-M1 cells, Fluo-4 calcium, ACh EC80 antagonist mode; active compounds read low. B-score at 10 µM. 64,000 tested, 3.4% active. AID 628;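 active = calcium fluorescence response, raw or row-and-column corrected B-score, differing from the plate sample mean either way at a set confidence level, mostly lower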
HTR1E agonist – activates the human 5-HT1E serotonin receptor; P28566; AID 574; CHO 5-HT1E Ga15 NFAT-bla reporter, FRET; 0% DMSO wells, 100% control agonist wells; 65,000 tested, 0.69% active; activation, % at 6 µM;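 active = activation above a set limit, the screen-wide mean activation plus 3 SD, cut at about 8.5% in these data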;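 note: 100% = positive control agonist at 1 µM giving full maximal response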
HTR1E antagonist – blocks the human 5-HT1E serotonin receptor; P28566; CHO 5-HT1E Ga15 NFAT-bla reporter, FRET, antagonist; inhibition, % at 6 µM; 65,000 tested, 0.99% active;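 active = inhibition above a set limit, the mean inhibition across every tested compound plus 3 SD, cut at about 29% in these data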;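 note: signal is the 460 over 535 nm emission ratio of beta-lactamase substrate; 0% = agonist plus DMSO wells and 100% = wells without agonist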
S1P3 agonist – agonists of human S1P3 receptor; Q99500; S1P3 NFAT-BLA reporter cells, agonism, FRET ratio; relative to 1 µM S1P, basal subtracted; activation, % at 4.5 µM; 60,000 tested, 0.1% active; AID 373;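 active = activation above the screen-wide mean plus 3 SD, cut at about 4.5% in these data, passing the limit was not always enough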; note: some compounds called inactive have numbers as strong as hits
Target sequence (Q99500 whole entry, looked up): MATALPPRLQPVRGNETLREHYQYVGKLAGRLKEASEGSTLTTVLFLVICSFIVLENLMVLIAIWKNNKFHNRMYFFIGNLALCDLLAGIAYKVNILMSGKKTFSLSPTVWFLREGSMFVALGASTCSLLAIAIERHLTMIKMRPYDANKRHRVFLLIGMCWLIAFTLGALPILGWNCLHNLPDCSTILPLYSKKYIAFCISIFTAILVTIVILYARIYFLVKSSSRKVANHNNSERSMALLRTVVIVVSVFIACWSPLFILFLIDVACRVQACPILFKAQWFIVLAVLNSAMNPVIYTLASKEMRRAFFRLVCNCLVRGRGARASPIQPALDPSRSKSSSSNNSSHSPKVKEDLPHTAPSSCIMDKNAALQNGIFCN
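Material: Human S1P3 NFAT-BLA reporter CHO cells | Incubation: Overnight plating, 4 h compound 37 °C, 2 h substrate RT | Signal: FRET β-lactamase substrate fluorescence, excitation 405 nm, 460/535 nm emission ratio, background-subtracted | Compound: 4.5 µM final, single dose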
Active calls of the source: *; · = no result given. A portion of the library (hit frequency here may not be typical).

1) COc1ccc(CNCC(=O)N2CCC3(CC2)OCCO3)cc1
2) CCOC(=O)C(O)(c1ccc(NC(=O)c2ccco2)c(OC)c1)C(F)(F)F (stereo unspecified)
3) O=C(C1CC(=O)N(C2CCCCC2)C1)N1CCC2(CC1)OCCO2 (stereo unspecified)
4) CC(C)n1cc(C(=O)N(CC(=O)NC2CCCC2)Cc2ccccc2)cn1
5) CN(C)C1(c2nnnn2CCOC(=O)Nc2ccc(Cl)cc2)CCCCC1
6) N#Cc1cc2c(nc1SCC(=O)Nc1ccc(Cl)cc1)C1CCN2CC1
7) O=C(Cc1ccccc1)Oc1ccccc1N1C(=O)CCC1=O
8) Cc1ccc(S(=O)(=O)NC(CC(=O)N2CCC3(CC2)OCCO3)c2ccco2)cc1 (stereo unspecified)

assay / compound	1	2	3	4	5	6	7	8
Jurkat tox 60K	-3	2	4	-2	1	21	0	0
S1P1 ag-PAM	10	-5	-21	-11	14	12	·	-20
M1 agonist	0.13	0.17	1.2	0.66	-0.67	0.68	0.03	0.37
5HT1a ag	1.4	-0.1	-2.5	0.8	0.5	-1.9	0.8	-1.1
5-HT1A blocker	-5	-2	6	-1	3	7	0	-1
M1 antagonist	0.031	-0.77	-0.054	0.5	-0.64	-0.5	-0.81	1.7
HTR1E agonist	2.5	-0.1	-0.3	-0.1	-0.8	0.6	0.4	0.0
HTR1E antagonist	-1	13	0	1	1	-1	-13	9
S1P3 agonist	-0.1	-0.6	-0.8	-0.6	-0.7	-1.1	-0.7	-0.9

9) Cn1c(O)c(C=Nc2ccc3c(c2)CCC3)c(=O)n(C)c1=O
10) CCCCSP1(=S)NCCCO1 (stereo unspecified)
11) c1ccc2oc(N3CCNCC3)nc2c1
12) c1ccc(C2CC3CC4(CCCC4)N2O3)cc1 (stereo unspecified)
13) Cc1ccccc1N1C(=O)CC(=O)NC1=O
14) CN1CCC(OC(=O)C2c3ccccc3Oc3ccccc32)CC1
15) Cn1c2ccccc2c2c(C(=O)N3CCC4(CC3)OCCO4)cn(C3CCCCC3)c(=O)c21
16) Cc1ccc2c(c1)CC1(CN2C)C(=O)NC(=O)N(c2cc(C)ccc2C)C1=O (stereo unspecified)

assay / compound	9	10	11	12	13	14	15	16
Jurkat tox 60K	-1	·	-8	8	2	·	·	-4
S1P1 ag-PAM	-20	10	14	-1	7	4	·	10
M1 agonist	-0.22	-0.92	0.66	0.11	-0.012	-0.4	4.3*	-0.22
5HT1a ag	0.2	-2.0	-5.8	-4.0	4.4	-2.8	2.7	2.7
5-HT1A blocker	-4	·	-5	11	18	·	-18	-6
M1 antagonist	-0.53	-0.22	0.43	0.57	-0.68	-14*	-0.67	-0.61
HTR1E agonist	0.6	-0.7	5.2	-0.7	-0.3	0.5	0.1	-0.6
HTR1E antagonist	11	2	-5	0	8	-12	4	5
S1P3 agonist	-1.2	-3.0	-0.1	-0.8	-0.8	-1.6	·	-0.2

17) COc1cccc(OC)c1C1=NCC(=O)Nc2c1oc1ccc(Br)cc21
18) Cc1cccc(NC(=O)CSc2nnc([C@@H](N)Cc3c[nH]c4ccccc34)o2)c1C
19) CC(=NCc1ccco1)c1c(O)n(Cc2ccccc2)c(=O)[nH]c1=O
20) CCOCCCN=Cc1c(O)n(Cc2ccccc2)c(=O)[nH]c1=O
21) O=P(/C(=N/O)N1CCOCC1)(N1CCOCC1)N1CCOCC1
22) Cc1nn(CCC#N)c2c1P(=S)(N1CCCC1)OC(c1ccc(F)cc1)=N2 (stereo unspecified)
23) CN1CCC(N(C)c2ncnc3ccc(Br)cc23)CC1
24) Cc1ccc2c(c1)C1CN(C)CCC1N2C(=O)Cc1cccs1 (stereo unspecified)

assay / compound	17	18	19	20	21	22	23	24
Jurkat tox 60K	99*	-5	12	0	-5	2	-2	-6
S1P1 ag-PAM	4	-8	-16	-10	-18	3	-1	1
M1 agonist	-0.12	-0.44	-0.17	0.051	0.019	-0.69	-0.34	0.45
5HT1a ag	-2.1	-0.6	-3.3	-1.0	-2.8	-3.8	-1.1	-1.5
5-HT1A blocker	71*	-4	10	-5	4	-5	14	6
M1 antagonist	-0.22	0.027	1.1	0.6	0.0045	-0.0093	-0.9*	0.13
HTR1E agonist	-0.6	-0.2	-0.1	-1.2	1.0	0.5	1.5	-0.3
HTR1E antagonist	80*	2	2	-1	-6	3	15	1
S1P3 agonist	-1.1	0.0	-0.8	-0.8	-0.1	-1.2	0.7	-0.3

Shown in markdown: entries from further up.
| item | smiles | Jurkat tox 60K | S1P1 ag-PAM | M1 agonist | 5HT1a ag | 5-HT1A blocker | M1 antagonist | HTR1E agonist | HTR1E antagonist | S1P3 agonist |
| --- | --- | --- | --- | --- | --- | --- | --- | --- | --- | --- |
| 13 | Cc1ccccc1N1C(=O)CC(=O)NC1=O | 2 | 7 | -0.012 | 4.4 | 18 | -0.68 | -0.3 | 8 | -0.8 |
| 14 | CN1CCC(OC(=O)C2c3ccccc3Oc3ccccc32)CC1 | · | 4 | -0.4 | -2.8 | · | -14* | 0.5 | -12 | -1.6 |
| 15 | Cn1c2ccccc2c2c(C(=O)N3CCC4(CC3)OCCO4)cn(C3CCCCC3)c(=O)c21 | · | · | 4.3* | 2.7 | -18 | -0.67 | 0.1 | 4 | · |
| 16 | Cc1ccc2c(c1)CC1(CN2C)C(=O)NC(=O)N(c2cc(C)ccc2C)C1=O (stereo unspecified) | -4 | 10 | -0.22 | 2.7 | -6 | -0.61 | -0.6 | 5 | -0.2 |
| 17 | COc1cccc(OC)c1C1=NCC(=O)Nc2c1oc1ccc(Br)cc21 | 99* | 4 | -0.12 | -2.1 | 71* | -0.22 | -0.6 | 80* | -1.1 |
| 18 | Cc1cccc(NC(=O)CSc2nnc([C@@H](N)Cc3c[nH]c4ccccc34)o2)c1C | -5 | -8 | -0.44 | -0.6 | -4 | 0.027 | -0.2 | 2 | 0.0 |
| 19 | CC(=NCc1ccco1)c1c(O)n(Cc2ccccc2)c(=O)[nH]c1=O | 12 | -16 | -0.17 | -3.3 | 10 | 1.1 | -0.1 | 2 | -0.8 |
| 20 | CCOCCCN=Cc1c(O)n(Cc2ccccc2)c(=O)[nH]c1=O | 0 | -10 | 0.051 | -1.0 | -5 | 0.6 | -1.2 | -1 | -0.8 |
| 21 | O=P(/C(=N/O)N1CCOCC1)(N1CCOCC1)N1CCOCC1 | -5 | -18 | 0.019 | -2.8 | 4 | 0.0045 | 1.0 | -6 | -0.1 |

Following part.
25) Cc1sc2ncn(CC(=O)N3CCC4(CC3)OCCO4)c(=O)c2c1C
26) CN1CCN(C(=O)Cc2nc3ccccc3[nH]2)CC1
27) Cc1ccc2nc(-c3ccncc3)cc(C(=O)N3CCC4(CC3)OCCO4)c2c1
28) Cc1nn(C2CCOC(C)(C)C2)c2c1C(c1ccc3c(c1)OCO3)SCC(=O)N2 (stereo unspecified)
29) CC(C)C(=O)N1CCN(CCN=Cc2c(O)n(C)c(=O)n(C)c2=O)CC1
30) CCn1c(=O)cc(SCC(=O)N2CCC3(CC2)OCCO3)c2ccccc21
31) CCOC(=O)c1c(N)n(Cc2ccco2)c2nc3ccccc3nc12

assay / compound	25	26	27	28	29	30	31
Jurkat tox 60K	-9	-9	4	·	·	10	10
S1P1 ag-PAM	-27	-16	-16	·	-10	-12	-30
M1 agonist	-0.2	0.74	2.1	-0.0023	1	1	-0.002
5HT1a ag	-1.9	-2.3	-1.4	-0.7	1.9	-3.2	2.7
5-HT1A blocker	-14	-7	-12	-4	·	13	9
M1 antagonist	-0.013	-0.82	-0.61	0.54	-0.36	0.19	-0.29
HTR1E agonist	0.0	0.8	-0.4	-0.7	0.3	-0.7	0.1
HTR1E antagonist	9	-6	0	-1	-14	-5	3
S1P3 agonist	-0.2	-0.1	0.1	·	-1.8	-0.9	0.2
